Screens as filed in PubChem BioAssay.
HIV Rev-RRE inh = HIV-1 Rev-RRE binding inhibitors, primary screen, biochemical, FRET, protein-RNA interaction; hit rate 0.79% among 97,000; AID 704, 2007; inhibition, % at 8 µM; Rev peptide-RRE RNA binding;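 active = inhibition above the screen-wide mean plus 3 SD, cut at about 35% in these data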;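 note: 0% = median DMSO wells and 100% = median Neomycin B control wells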
Target sequence (P05866 whole entry, looked up): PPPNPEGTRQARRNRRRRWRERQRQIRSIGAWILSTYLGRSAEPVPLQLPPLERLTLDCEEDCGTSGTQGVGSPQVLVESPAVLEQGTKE
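Test system – labelled RRE RNA duplex and labelled Rev peptide · Signal – fluorescein-to-Cy5 FRET, 480 nm excitation · Evaluation – % inhibition of FRET ratio versus controls · Benchmarks – DMSO low control, neomycin B high control · Incubation – 5 min RNA-compound premix plus 15 min binding step, 25 °C · Medium – HEPES pH 7.5 salt buffer with EDTA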
S1P2 antag = human S1P2 receptor antagonists, primary screen, cell-based; Sphingosine 1-phosphate receptor 2 (Homo sapiens), O95136; cell-based S1P2 antagonist assay, inhibition at 5 uM; inhibition, % at 5 µM; hit rate 0.21% among 97,000; AID 736, 2007; in the data active = inhibition above about 45%;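 note: CRE beta-lactamase reporter cells expressing human S1P2 stimulated with S1P; 0% = agonist at EC80 alone and 100% = agonist plus reference antagonist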
S1P2 agonist = S1P2 receptor agonists, primary screen, cell-based; Sphingosine 1-phosphate receptor 2 (Homo sapiens), O95136; S1P2-expressing cell line, agonist reporter read-out; activation, % at 4.5 µM; hit rate 0.46% among 97,000; AID 729, 2007; in the data active = activation above about 16%;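 note: 0% = vehicle low control and 100% = maximal reference agonist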
PLAP activator = PLAP enzyme activators, biochemical, luminescence, HTS; hit rate 1.2% among 96,000; Alkaline phosphatase, placental type (Homo sapiens), P05187; purified PLAP enzyme, luminescent substrate read-out; stronger effect = higher value; activation fold at 20 µM; in the data active = activation fold above about 2
Target sequence (P05187 whole entry, looked up): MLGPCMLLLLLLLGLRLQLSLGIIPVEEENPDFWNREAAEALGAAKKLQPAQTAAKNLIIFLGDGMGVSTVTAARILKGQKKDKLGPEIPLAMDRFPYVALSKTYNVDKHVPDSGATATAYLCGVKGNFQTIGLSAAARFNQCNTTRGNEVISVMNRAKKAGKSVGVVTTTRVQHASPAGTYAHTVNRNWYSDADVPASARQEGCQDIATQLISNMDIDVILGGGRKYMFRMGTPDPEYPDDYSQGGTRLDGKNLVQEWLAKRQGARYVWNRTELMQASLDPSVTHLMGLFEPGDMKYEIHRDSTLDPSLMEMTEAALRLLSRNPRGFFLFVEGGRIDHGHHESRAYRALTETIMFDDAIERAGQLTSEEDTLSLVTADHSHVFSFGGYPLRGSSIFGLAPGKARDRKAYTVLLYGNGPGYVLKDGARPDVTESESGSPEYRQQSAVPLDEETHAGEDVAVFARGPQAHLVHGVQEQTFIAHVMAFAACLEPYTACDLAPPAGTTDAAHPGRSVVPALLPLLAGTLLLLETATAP
EphB4 ephrin blk = EphB4-ephrin-B2 interaction antagonists, primary screen, biochemical, TNYL-RAW peptide probe, fluorescence polarization; EphB4 LBD / TNYL-RAW-Alexa532 peptide; inhibition, % at 7 µM; hit rate 0.15% among 97,000; AID 720, 2007;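 active = inhibition above the screen-wide mean inhibition plus 3 SD, cut at about 15% in these data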;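 note: 0% = DMSO wells and 100% = excess unlabeled TNYL-RAW peptide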
PLK1 kinase inh = human PLK1 kinase inhibitors, primary screen, biochemical, TR-FRET. recombinant PLK1 kinase, TR-FRET peptide phosphorylation. inhibition, % at 10 µM. hit rate 0.53% among 97,000;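 active = inhibition of 50% or more in the single-concentration screen; inactive = inhibition below 50%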;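 note: 0% = DMSO max control and 100% = H-89 dihydrochloride min control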
Plk1 PBD FP = Plk1 polo box domain binding inhibitors, primary screen, biochemical, fluorescence polarization; Serine/threonine-protein kinase PLK1 (Homo sapiens), P53350; Plk1 PBD phosphopeptide binding; inhibition, %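 (tested at about 20 µM)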; hit rate 0.13% among 97,000; AID 693, 2007; in the data active = inhibition above about 34%, passing the limit was not always enough
MT1-MMP txn act = MT1-MMP promoter reporter activation – cell-based, luciferase luminescence, primary screen; HT1080 MT1-MMP promoter luciferase reporter, overnight; stronger effect = higher value; activation factor at 10 µM; hit rate 0.16% among 86,000;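 active = activation factor of at least 2 for MT1-MMP transcription at 10 µM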
FAK blocker = FAK kinase inhibitors, primary screen, biochemical; hit rate 0.84% among 97,000; inhibition, %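 (tested at 7 µM)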; Focal adhesion kinase 1 (Homo sapiens), Q05397; biochemical FAK kinase activity assay; in the data active = inhibition above about 19%;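 note: 0% = DMSO and 100% = reference compound high control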
An asterisk follows results filed as active; nt = no result given.

MT1-MMP txn act	Plk1 PBD FP	PLAP activator	FAK blocker	EphB4 ephrin blk	Structure	HIV Rev-RRE inh	PLK1 kinase inh	S1P2 agonist	S1P2 antag
1.4	10	nt	0	3	NC(=O)C1(N2CCCCC2)CCN(C2CC(=O)NC2=O)CC1 (stereo unspecified)	8	-15	-3	-14
nt	-3	1.2	1	-3	NS(=O)(=O)c1cccnc1Nc1ccc(Cl)c(Cl)c1	-1	-4	-3	-10
1.1	-16	1	4	6	CS(=O)(=O)N1CCC(C(=O)c2cccc(Cl)c2)CC1	13	-13	-4	18
1.2	-6	1	-2	4	CCOC(=O)/C(=C\Nc1ccc(OC(F)(F)F)cc1)Sc1ncc(C(F)(F)F)cc1Cl	11	-7	-3	-2
1.2	-4	1	1	2	COCC(C)n1c(C)cc(C(=O)Cn2c(=O)oc3ccccc32)c1C (stereo unspecified)	5	-12	5	8
1.1	-12	1	1	-4	CCOc1ccc(N=C2NC(=O)C(CC(=O)O)S2)cc1 (stereo unspecified)	4	-4	-3	9
1	-10	0.9	0	5	CCCCN(C)Cc1c(C)[nH]c2c(Cl)cccc2c1=O	8	-8	-11	2
1.1	-10	1	2	1	Cn1nc(Oc2nc(N3CCOCC3)nc(N3CCOCC3)n2)ccc1=O	-1	-1	-2	-4
1	23	1	-2	-6	CCOC(=O)C1C(c2cccs2)NC(=O)NC1(O)C(F)(F)F (stereo unspecified)	4	-12	-5	15
1.2	25	1.2	2	5	COc1ccccc1NC(=O)CSc1nnc(-c2ccncc2)n1CC1CCCO1 (stereo unspecified)	4	1	-3	13
nt	-1	0.9	-5	-5	COc1ccc(/C=C2\NC(=S)N(CC3CCCO3)C2=O)c(OC)c1 (stereo unspecified)	0	5	-2	12
1.5	2	0.8	0	-7	Cc1nn2c(-c3ccco3)nnc2c2ccccc12	-1	-11	0	-18
1.1	0	1	-3	-7	COC(=O)C1=C(C)N(C)C(C)=C(C(=O)OC)C1c1ccc(Cl)cc1	9	13	-2	10
1	-11	1.6	-2	4	COc1ccc(-c2nn(-c3ccccc3)cc2C(=O)Nc2nccs2)cc1	8	1	-5	-12
nt	-3	nt	-1	-5	CCCCCc1ccc(-c2ccc(C(=O)O)cc2)nc1	-1	-11	10	-4
1.1	1	1.6	-3	-7	CCn1c(CN2CCCCCC2=O)nnc1SCc1cnc(-c2ccccc2)s1	11	-13	-4	-5
1.1	-14	0.9	-4	0	COc1ccc(OCCSc2nc3ccccc3c(=O)[nH]2)cc1	8	-67	0	-20
1.1	9	0.8	-1	-1	CCOC(=O)c1ccccc1NC(=O)Nc1ccc(OC)c(OC)c1	3	-1	-2	-10
1	0	0.8	3	-2	CCCC(=O)Nc1nc2c(OC)ccc(OC)c2s1	0	63*	-3	-20
nt	31	1.1	-4	-4	CNC(=O)NC(=S)NC(=O)c1ccc(OC)cc1	5	-4	-3	-6
1.2	-39	1.6	0	-10	COc1cc(OC)c(C2N(c3ccc(Cl)c(Cl)c3)C(=O)C3CCCN32)cc1OC (stereo unspecified)	6	6	-3	-1
1	-26	1.1	0	8	CC(C(=O)NCC1CCCO1)n1cccc1C(=O)c1ccccc1 (stereo unspecified)	4	-7	-6	6
1.1	-3	nt	-4	1	C=CCNC(=O)c1c(Cl)cccc1Cl	8	-3	-5	16
1	-8	0.6	1	0	COc1cc(C)c(CNc2cccc(C)c2)cc1C	8	-2	-5	1
1.1	31	0.8	1	-8	COc1ccccc1NC(=O)N1CCN(c2ccccc2F)CC1	4	-11	-2	-19

Fetched one by one from the list above, seven records:
MT1-MMP txn act	Plk1 PBD FP	PLAP activator	FAK blocker	EphB4 ephrin blk	Structure	HIV Rev-RRE inh	PLK1 kinase inh	S1P2 agonist	S1P2 antag
1	-10	0.9	0	5	CCCCN(C)Cc1c(C)[nH]c2c(Cl)cccc2c1=O	8	-8	-11	2
1.4	10	nt	0	3	NC(=O)C1(N2CCCCC2)CCN(C2CC(=O)NC2=O)CC1 (stereo unspecified)	8	-15	-3	-14
1	23	1	-2	-6	CCOC(=O)C1C(c2cccs2)NC(=O)NC1(O)C(F)(F)F (stereo unspecified)	4	-12	-5	15
1.1	-16	1	4	6	CS(=O)(=O)N1CCC(C(=O)c2cccc(Cl)c2)CC1	13	-13	-4	18
1.1	-14	0.9	-4	0	COc1ccc(OCCSc2nc3ccccc3c(=O)[nH]2)cc1	8	-67	0	-20
nt	-3	1.2	1	-3	NS(=O)(=O)c1cccnc1Nc1ccc(Cl)c(Cl)c1	-1	-4	-3	-10
nt	-3	nt	-1	-5	CCCCCc1ccc(-c2ccc(C(=O)O)cc2)nc1	-1	-11	10	-4

Another view of 2 compounds above:
compound,MT1-MMP txn act,Plk1 PBD FP,PLAP activator,FAK blocker,EphB4 ephrin blk,HIV Rev-RRE inh,PLK1 kinase inh,S1P2 agonist,S1P2 antag
NS(=O)(=O)c1cccnc1Nc1ccc(Cl)c(Cl)c1,nt,-3,1.2,1,-3,-1,-4,-3,-10
COc1cc(OC)c(C2N(c3ccc(Cl)c(Cl)c3)C(=O)C3CCCN32)cc1OC (stereo unspecified),1.2,-39,1.6,0,-10,6,6,-3,-1

Other results
MT1-MMP txn act	Plk1 PBD FP	PLAP activator	FAK blocker	EphB4 ephrin blk	Structure	HIV Rev-RRE inh	PLK1 kinase inh	S1P2 agonist	S1P2 antag
nt	-11	1	-3	1	NC(=O)c1cc(N2C(=O)C=CC2=O)ccc1Cl	3	-4	-6	14
1.2	2	1.9	2	1	O=C(Oc1cccc2cccnc12)c1ccc2c(c1)OCCO2	-2	-15	0	-7
1.1	1	0.8	7	-5	CNc1oc(-c2cccc3ccccc23)nc1C#N	10	-1	0	-26
1.4	-2	1.2	2	-2	CCOC(=O)c1sc(NCC2CCCO2)nc1C (stereo unspecified)	0	-17	-4	6
1.3	-29	1.8	-1	-2	O=C(c1cccc(S(=O)(=O)NCc2ccccc2)c1)N1CCN(Cc2ccccc2)CC1	11	-9	-2	-5
1.2	6	0.9	-1	0	O=C(Nc1cccc(-c2nnc(-c3ccccc3)o2)c1)c1ccc(Br)o1	2	-1	-7	-26
1	-3	0.9	2	-4	Cc1cc(C)nc(N(C#N)CC(=O)c2ccccc2)n1	-3	0	-9	-10
1.1	4	1.1	-3	2	Cc1c(NC(=O)CSc2nnc(-c3ccco3)n2-c2ccccc2)c(=O)n(-c2ccccc2)n1C	5	-8	-7	16
1.2	-26	1.4	-1	4	O=c1cc(CN2CCc3ccccc32)nc2sccn12	19	-5	-5	-9
1.2	7	1	11	4	N#C/C(=N\Nc1ccc(Cl)cc1)C(=N)N1CCCCC1	11	-7	-1	22
1.2	1	1.4	4	-4	CC1(C)Oc2ccc(C(=O)NC3CCCC3)cc2N(CC(=O)NC2CCCCC2)C1=O	-5	-8	-5	-8
1.2	3	1.1	-5	1	CC(C)(C)c1ccc2c(c1)OCC(C(=O)O)O2 (stereo unspecified)	7	-4	-6	-1
1	5	1	-4	5	Cc1c(NC(=O)CN2C(=O)c3cccc4cccc2c34)c(=O)n(-c2ccccc2)n1C	7	-9	1	18
1.2	-13	1.2	-1	1	Cc1cc(C)c(S(=O)(=O)N(CC(=O)O)CC(=O)O)c(C)c1	4	5	1	-3
1.2	-22	1	3	-2	CC1CN(S(=O)(=O)c2ccc(Cl)c(S(=O)(=O)N3CC(C)OC(C)C3)c2)CC(C)O1 (stereo unspecified)	6	-3	-4	22
1.3	8	1	6	0	C/C(O)=C(/N=O)C(=O)Nc1ccccc1	6	-7	-9	20
1	-15	0.9	-5	-2	CC1=C(C(=O)OCc2ccccc2)C(c2cccnc2)n2ncnc2N1 (stereo unspecified)	3	36	-7	8
1.1	-10	nt	-2	-6	CC(C)Oc1ccc(Cc2c(O)nc(NCCCN(C)C)[nH]c2=O)cc1	3	-17	-5	-1
1.5	-21	0.9	-1	-5	CSCC[C@@H](C(=O)Nc1ccc2c(c1)OCCO2)N1Cc2ccccc2C1=O	4	-1	-8	4
1	-3	1	2	7	O=S(=O)(c1ccccc1)c1nc(-c2ccccc2)oc1NCc1cccnc1	11	9	-6	-3
1.1	18	1.4	4	6	CC(C)(C)C(=O)[C@@H]1[C@@H]2C(=O)N(Cc3ccccc3)C(=O)[C@@H]2[C@H]2c3ccccc3C=CN12	19	-4	-4	9
1.1	7	0.8	2	0	COc1cc(NC(=O)c2ccc3c(c2)OCO3)ccc1NC(=O)C(C)C	4	-11	-5	-3
nt	-14	1.1	1	1	CC1CCN(CCNC(=O)C2CCCN(S(=O)(=O)c3cccc4nonc34)C2)CC1 (stereo unspecified)	1	-5	1	-24
1.2	-2	0.8	0	-4	Cc1nn2c3c(cnc2c1-c1ccccc1)C(=O)CCC3	-4	-9	-4	0
1	-18	1	0	2	CCOc1c(Cl)cc(C(=O)NCCN2CCCCC2)cc1Cl	3	-10	-4	9
nt	18	0.9	1	3	Cc1cccnc1NC(=S)NC(=O)c1cccs1	2	-7	-8	0
